MCF10A rerep: A quantitative high throughput screen for small molecules that induce DNA re-replication in MCF 10a normal breast cells; MCF 10A DNA re-replication, Hoechst nuclear intensity, 48 h; actives 2.9% (n = 350,000); Potency, µM (highest dose often 46.1 µM), for inactives: top-dose activity, positive = re-replication, actives largely listed as activators; note: potency is the fitted concentration of half-maximal effect; % of control where 0% means no effect; nearly all actives have a fitted effect of over 50% in size
Nrf2 activator: qHTS of Nrf2 Activators; AREc32 ARE-luciferase reporter (MCF7-derived line), luminescence, 24 h; Potency, µM (doses to about 46.1 µM), for inactives: top-dose activation, actives largely listed as activators; actives 0.31% (n = 410,000); AID 624171, 2012; note: potency is the fitted concentration of half-maximal effect; % of control where 0% means no effect; nearly all actives have a fitted effect of over 65% in size
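ARE-driven firefly luciferase activity in AREc32 cells measured after a 24 hr compound exposure at 37 deg C, using Steady-Glo reagent and a 30 min room-temperature hold.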
TGFb SMAD3 inh: qHTS for Inhibitors of TGF-b; HepG2 CAGA-GFP TGF-b/SMAD3 reporter, GFP fluorescence, 18 h; TGF-beta stimulated, 500 pg/mL final; Potency, µM (highest dose often 46.1 µM), without a hit: at the top dose activity, negative = inhibition, actives largely listed as inhibitors; actives 1.2% (n = 410,000); AID 588855, 2011; note: potency is the fitted concentration of half-maximal effect; % is set by controls: 0 for no effect and ±100 for the full control effect; nearly all actives have a fitted effect of over 65% in size
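HEPG2 CAGA-GFP reporter cells (1000/well, DMEM with 1% FBS) received compounds, then recombinant TGF-beta at 500 pg/mL final for 18 hours at 37 degrees C. Per-cell GFP summed per well was normalised to unstimulated and stimulated DMSO controls before curve fitting.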
Nrf2 block: Nrf2 qHTS screen for inhibitors | actives 2.1% (n = 360,000) | Potency, µM (doses to about 46 µM), inactives show top-dose activity change, negative = inhibition, most hits filed as inhibitors | A549 ARE-Fluc reporter, luciferase luminescence, 18-24 h; note: potency is the fitted concentration of half-maximal effect; % is set by controls: 0 for no effect and ±100 for the full control effect; nearly all actives have a fitted effect of over 60% in size
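In this cell-based qHTS, ARE-driven firefly luciferase in A549 cells reports Nrf2 activity; the luminescent signal after BugLite lysis is the measured value, with a prior CellTiter-Fluor read for cell health.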
A549 viability: Nrf2 qHTS screen for inhibitors: counterscreen for cytotoxicity; A549 ARE-Fluc cells, CellTiter-Fluor viability, 18-24 h; AID 504648, 2011; actives 0.16% (n = 390,000); Potency, µM (titrated, usually from 46 µM), for inactives: at the top dose activity change, negative = cytotoxicity, most hits filed as inhibitors; note: potency is the fitted concentration of half-maximal effect; % is set by controls: 0 for no effect and ±100 for the full control effect
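Cytotoxicity counterscreen: CellTiter-Fluor fluorescence was measured in A549 ARE_Fluc cells after 18-24 h of compound exposure in a concentration series. The subsequent BugLite luminescent read reports ARE-luciferase activity.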
IL-1B inflam inh: qHTS for Inhibitors of Inflammasome Signaling: IL-1-beta AlphaLISA Primary Screen. actives 4.7% (n = 360,000). activity change, % at 57.5 µM. THP-1 LPS/ATP IL-1B secretion, AlphaLISA, 16 h; hits give low values. AID 743279, 2014; in the data active = activity change below about -50%; inconclusive = mostly about -30% to -49%; note: % is set by controls: 0 for no effect and ±100 for the full control effect
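THP-1 cells pretreated 1 hr with compounds (up to 57.5 uM final), then stimulated with LPS (250 ng/mL final) plus ATP (1.25 mM final); secreted IL-1B measured by AlphaLISA after 16 hr, decreased signal indicating inhibition.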
S2 tox: Viability Counterscreen for Primary qHTS for Inhibitors of ATXN expression | actives 0.49% (n = 400,000) | Potency, µM (highest dose often 56.7 µM), most hits filed as cytotoxic | S2 cells (HEK-293 line with an ATXN2-luciferase reporter) viability, CellTiter-Fluor protease fluorescence, 24 h | AID 651635, 2014; note: potency is the fitted concentration of half-maximal effect; nearly all actives have a fitted effect of over 40% in size
HepG2 viability: qHTS for Inhibitors of TGF-b: Cytotox Counterscreen. HepG2 CAGA-GFP viability, ATP luminescence, 18 h. Potency, µM (titrated, usually from 46.1 µM), inactives show top-dose activity change, negative = cytotoxicity, hits mostly cytotoxic. actives 0.76% (n = 410,000). AID 588856, 2011; note: potency is the fitted concentration of half-maximal effect; some results filed as inactive show a strong effect at the top dose
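HepG2 CAGA-GFP cells (1000/well, DMEM with 1% FBS) received compound, then TGF-beta at 500 pg/mL final, and were incubated 18 hours at 37 degrees C. Viability was read by CellTiter-Glo luminescence. Media-only wells were set as complete cell-killing and DMSO as no toxicity.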
ATXN2 expr inh: Primary qHTS for Inhibitors of ATXN expression. AID 1745845, 2022. HEK-293 ATXN2-luciferase reporter, luminescence, 24 h. Potency, µM (highest dose often 57 µM), inactives show at the top dose activity change, negative = inhibition, most hits filed as inhibitors. actives 0.72% (n = 360,000); note: potency is the fitted concentration of half-maximal effect; % is set by controls: 0 for no effect and ±100 for the full control effect; nearly all actives have a fitted effect of over 55% in size
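ATXN2-luciferase reporter cells (luciferase flanked by upstream and downstream ATXN2 gene portions) were treated 24 h at 37 °C with compounds at up to 57 uM. SteadyGlo luminescence gave expression; GF-AFC fluorescence gave viability.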
* = called active by the depositor; i = inactive; ? = inconclusive; . = not tested or not shown; & = joins results of further samples; [ ] = another dose, or the depositor's remark. Unless noted, calls come from the whole dose curve; as a rule, active = well fitted curve in the direction sought with a large enough effect; inconclusive = small, poorly fitted or top-dose-only effect, or another doubt; inactive = no such curve, though single readings can be large; an effect the other way counts as inactive or inconclusive. An unsorted share of the library; any-hit rate near 8.8%.

Each structure is followed by: TGFb SMAD3 inh	Nrf2 activator	Nrf2 block	S2 tox	A549 viability	IL-1B inflam inh	HepG2 viability	MCF10A rerep	ATXN2 expr inh
COCCNc1nc(Nc2ccc(F)cc2)c2sccc2n1
  -17%	2.7%	.	i	.	59	-4%	.	-10%
CCOCCCn1c(=S)[nH]c2cc(C(=O)NC3CCCC(C)C3C)ccc2c1=O (stereo unspecified)
  1%	0.0%	5%	i	-6%	44	-4%	0%	11%
CCc1ccc(CNC(=O)Cn2nc(C)c3c(C)n(-c4ccc(C)cc4)nc3c2=O)cc1
  1%	-1.0%	2%	.	-7%	.	21%	.	.
Fc1ccc(C(c2nnnn2C2CCCC2)N2CCc3ccccc32)cc1 (stereo unspecified)
  3%	-0.3%	-9%	i	-16%	-6	-16%	13%	-11%
O=c1[nH]c2cc3ccccc3cc2nc1-c1nnnn1Cc1ccccc1
  .	0.4%	.	?	.	43	.	.	-20%
COc1cc(C2=NOC(C(=O)Nc3ccc(C(C)=O)cc3)C2)cc(OC)c1OC (stereo unspecified)
  -2%	1.7%	6%	i	10%	-5	-2%	2%	33%
Nc1nc(N)c2sc3nc4c(cc3c2n1)CCC4
  24%	0.6%	.	i	-5%	0	-34%	0%	33%
COc1ccccc1C(=O)N1C(CC(=O)Nc2ccccc2C)C(=O)NC2CCCCC21 (stereo unspecified)
  1%	-0.5%	2%	i	-2%	5	5%	7%	1%
COc1ccc(-c2cc(C(F)(F)F)nc(SCC(=O)NCCc3ccccc3)n2)cc1
  -6%	0.3%	3%	i	8%	.	2%	.	7%
CCOC(=O)/C(C#N)=c1/s/c(=C2\C=Cc3ccccc3N2CC)c(=O)n1CC
  -4%	4.7%	5%	i	-5%	0	-35%	6%	-21%

An excerpt of these results, as tab-separated lines:
SMILES	TGFb SMAD3 inh	Nrf2 activator	Nrf2 block	S2 tox	A549 viability	IL-1B inflam inh	HepG2 viability	MCF10A rerep	ATXN2 expr inh
Fc1ccc(C(c2nnnn2C2CCCC2)N2CCc3ccccc32)cc1 (stereo unspecified)	3%	-0.3%	-9%	i	-16%	-6	-16%	13%	-11%
O=c1[nH]c2cc3ccccc3cc2nc1-c1nnnn1Cc1ccccc1	.	0.4%	.	?	.	43	.	.	-20%

More results
Each structure is followed by: TGFb SMAD3 inh	Nrf2 activator	Nrf2 block	S2 tox	A549 viability	IL-1B inflam inh	HepG2 viability	MCF10A rerep	ATXN2 expr inh
CC1(C(=O)NS(=O)(=O)c2ccc(Cl)cc2)CCN1C(=O)c1cccc(F)c1 (stereo unspecified)
  -8%	0.6%	.	i	.	54	-11%	.	-1%
Cc1ccc2cc(NC(=O)c3ccccc3C)ccc2n1
  0%	-0.1%	6%	i	0%	2	-16%	7%	32%
CCOC(=O)C1=C(C)NC(SCC(=O)OC)=C(C#N)C1c1ccc(C(=O)OC)cc1 (stereo unspecified)
  ?	3.6%&-0.7%	13%&8%	i	1%&-3%	5&38	4%&-11%	?	0%&-5%
CCOC(=O)C1=CC[C@@H](c2cccc(C)c2)N(S(=O)(=O)c2ccc(C)cc2)[C@H]1C(=O)OCC
  -12%	5.8%	?	?	-7%	0	1%	?	?
Cc1ccc(NC(=O)CN(C)S(=O)(=O)c2cccs2)cc1F
  0%	4.5%	.	i	-4%	-6	-1%	5%	44%[activator]
CC1(C(=O)Nc2ccc(Cl)c(C(F)(F)F)c2)Cc2c(-c3cccc(C(N)=O)c3)ccnc2O1 (stereo unspecified)
  ?	-1.2%	.	?	.	0	-59%	.	?
CCCOc1ccccc1C(=O)N(Cc1ccco1)C1CCS(=O)(=O)C1 (stereo unspecified)
  0%	-0.1%	12%	i	1%	16	-2%	-3%	8%
O=C(NCCc1ccccn1)/C(=C/c1ccco1)NC(=O)c1ccccc1
  8%	5.4%	3%	i	-2%	48	2%	-1%	-5%
Cc1ccc(S(=O)(=O)N(C)C)cc1NC(=O)CN1CCN(Cc2ccccc2)CC1
  -3%	0.0%	-7%	i	2%	22	-5%	-1%	-17%
CCN(Cc1ccccc1)C(=O)c1cccc(S(=O)(=O)N2CCN(Cc3ccccc3)CC2)c1
  -17%	1.6%	?	i	0%	-9	-20%	6%	-6%

The list goes on:
Each structure is followed by: TGFb SMAD3 inh	Nrf2 activator	Nrf2 block	S2 tox	A549 viability	IL-1B inflam inh	HepG2 viability	MCF10A rerep	ATXN2 expr inh
Cc1ccc(-c2nc3c(c(SCC(=O)N(C)c4ccccc4)n2)Cc2c(CO)cnc(C)c2O3)cc1
  -10%	-0.1%	26%	?	0%	.	-7%	.	-36%
CCCCCn1c(NCc2ccc(OC)cc2)nc2ccccc21
  13µM*	5.7%	?	?	?	.	-48%	.	?
O=C(Nc1ccccc1)N1CCCN(Cc2c(F)cccc2Cl)CC1
  -21%	0.3%	-32%	i	-2%	-25	-31%	0%	9%
CCCNC(=O)CN(C)S(=O)(=O)c1ccc(F)cc1
  -25%	-0.5%	-2%	i	1%	12	5%	0%	7%
Cc1cc(-c2nnc(SCC(=O)Nc3nc(-c4ccc(Cl)cc4)cs3)o2)no1
  0%	2.3%	3%	i	-2%	0	-6%	-1%	-12%
Cc1cc(C)c(OCC(=O)N(Cc2ccco2)Cc2ccco2)c(C)c1
  ?	0.1%	-20%	.	0%	.	-65%	.	.
O=C(Nc1cccc([N+](=O)[O-])c1)c1ccccc1
  -8%	?	0%	i	1%	-13	-12%	2%	.
COc1ccc(N2CCN(c3ccc([N+](=O)[O-])nc3)CC2)cc1
  0%	-0.3%	?	i	-6%	?	2%	-1%	-25%
CC1CCCCN1S(=O)(=O)c1cc2c3c(c1)CC(=O)N3CCC2 (stereo unspecified)
  -15%	5.3%	.	.	0%	.	-9%	.	.
CC(=O)C1C(=O)CC(C)(O)C(C(C)=O)C1c1ccccc1 (stereo unspecified)
  -1%	0.5%	-10%	?	1%	-6	1%	22%	-4%

More results follow:
Each structure is followed by: TGFb SMAD3 inh	Nrf2 activator	Nrf2 block	S2 tox	A549 viability	IL-1B inflam inh	HepG2 viability	MCF10A rerep	ATXN2 expr inh
COc1ccc(C2NC(C(=O)O)Cc3c2[nH]c2ccccc32)cc1OC (stereo unspecified)
  1%	2.6%	15%	i	4%	15	-7%	25%	73%[activator]
O=C(O)c1cc2ccc(O)cc2oc1=O
  -12%	-0.2%	.	.	.	-3	-1%	.	18%
O=C(c1ccccc1)N1CCCCC1
  16%	-0.2%	3%	i	3%	16	2%	-34%[inhibitor]	6%
COc1cccc(C(=O)Cn2c(N3CCCCC3)nc3c2c(=O)n(C)c(=O)n3C)c1
  -8%	-0.6%	.	i	-14%	-8	-2%	-5%	-3%
O=C(N=C1SC2CS(=O)(=O)CC2N1Cc1ccc(F)cc1)C1CC1 (stereo unspecified)
  4%	-0.6%	-4%	i	0%	43	-1%	-1%	0%
C/C(=N\Nc1ccc(Cl)nn1)c1ccccc1O
  1.3µM*	7.2%	-4%	?	3%	-63*	-42%	-6%	?
Cc1ccc(O)c(CN(C)Cc2cc(C)ccc2O)c1
  ?	17%	4%	i	0%	?	-53%	0%	4%
CC(=O)Nc1ccc(S(=O)(=O)Nc2c(C)n(C)n(-c3ccccc3)c2=O)cc1
  -22%	0.0%	-1%	i	-2%	8	-32%	?	0%
COc1ccc(C2/C(=C(/O)c3ccccc3)C(=O)C(=O)N2C)cc1 (stereo unspecified)
  9%	-0.3%	16%	i	3%	-8	2%	7%	-10%
CC(=O)N1c2ccc([N+](=O)[O-])cc2NC(=O)CC1C (stereo unspecified)
  0%	0.5%	-14%	i	-1%	2	0%	-11%	-2%

Next part.
Each structure is followed by: TGFb SMAD3 inh	Nrf2 activator	Nrf2 block	S2 tox	A549 viability	IL-1B inflam inh	HepG2 viability	MCF10A rerep	ATXN2 expr inh
Cn1c(NC(=O)c2ccccc2Br)cc(=O)n(C)c1=O
  -3%	3.6%	1%	i	6%	-13	-2%	0%	-10%
CCOc1ccc(N2CC(C(=O)NCCCc3ccccc3)CC2=O)cc1 (stereo unspecified)
  -4%	0.2%	-16%	i	14%	-23	-30%	26%	-3%
CCc1ccc(NCc2nc(-c3ccccc3)no2)cc1
  10%	2.6%	10%	?	1%	17	-3%	1%	49%[activator]
Cc1cc(NS(=O)(=O)c2ccc(NC(=O)N[C@H](C(=O)O)C(C)C)cc2)no1
  -4%	0.4%	5%	i	-4%	-1	-3%	-3%	19%
O=c1ccccn1CCOc1ccccc1Cl
  -5%	2.8%	?	i	13%	5	-4%	6%	32%
COCCCN(C(=O)c1cc(C)oc1C)c1c(N)n(CC(C)C)c(=O)[nH]c1=O
  -3%	-1.2%	8%	i	1%	20	9%	-1%	8%
C=Cc1ccc(CN2C(=O)c3ccccc3Sc3ccc(C(=O)OCc4ccco4)cc32)cc1
  5%	4.5%	.	i	-2%	.	-4%	.	3%
CC(C)CNC(=S)NNC(=O)c1ccc(OC(F)F)cc1
  -2%	-0.5%	-34%	i	-6%	6	6%	-2%	6%
O=C(NCCCN1CCOCC1)c1cccs1
  -19%	-0.1%	10%	i	-1%	1	-3%	2%	0%
C/C(=N/NC(=O)c1cc(-c2ccc(Cl)s2)[nH]n1)c1ccco1
  -2%	9.1%	-4%	i	7%	.	2%	?	-18%
CCNc1nc(NC(N)=S)nc(NC(C)(C)C)n1
  -1%	3.7%	-6%	i	-4%	12	0%	-49%[inhibitor]	-8%
CCc1ccccc1-n1cnc2cc(C(=O)NC3CCCCCC3)ccc21
  ?	-1.7%	.	.	-7%	.	-42%	.	.
CCCn1nnc(NC(=O)c2cccnc2Cl)n1
  0%	-0.5%	-7%	i	-5%	30	0%	3%	-7%

From PubChem
